# HIF-2a inh = blocks HIF-2a reporter activity | 786-0 RCC cells HIF-2a reporter, luciferase luminescence, overnight | inhibition, % at 18.8 µM | 360,000 tested, 0.72% active;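 active = inhibition of the luminescence signal of 40% or more relative to plate controls, in a single-dose primary screen at 18.75 µM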
# NR2E3 agonist = human photoreceptor-specific nuclear receptor agonism; Q9Y5X4; CHO-S Gal4-NCOR/VP16-NR2E3 two-hybrid, luciferase; inhibition of corepressor binding, % at 3.98 µM; 360,000 tested, 0.35% active; AID 602229;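 active = inhibition above the mean of all tested compounds plus 3 SD, cut at about 70% in these data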;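 note: 0% = DMSO with NR2E3 transfected cells and 100% = cells lacking NR2E3 construct; higher means lower luciferase signal from less NR2E3 corepressor binding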
# Target sequence (Q9Y5X4 whole entry, looked up, the tested form may be a part): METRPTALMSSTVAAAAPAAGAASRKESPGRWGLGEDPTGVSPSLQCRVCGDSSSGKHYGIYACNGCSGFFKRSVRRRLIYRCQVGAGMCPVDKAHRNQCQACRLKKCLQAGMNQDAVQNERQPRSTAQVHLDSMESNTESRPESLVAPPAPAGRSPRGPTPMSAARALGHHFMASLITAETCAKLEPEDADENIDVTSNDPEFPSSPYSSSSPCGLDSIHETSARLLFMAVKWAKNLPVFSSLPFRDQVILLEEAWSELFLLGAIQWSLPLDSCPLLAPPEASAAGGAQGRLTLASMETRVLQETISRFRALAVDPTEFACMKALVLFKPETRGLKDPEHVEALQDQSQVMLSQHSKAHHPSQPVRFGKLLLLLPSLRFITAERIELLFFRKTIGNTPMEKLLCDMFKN
# CaV13 FRET inh = Disruptors of the CACNA1D IQ motif to Ca2+-dependent inactivation inhibitor domain association, primary screening, Förster resonance energy transfer in intact living …; HEK cells, CFP/YFP FRET ICDI-IQ, plate reader, 10 min; percent FRET-ratio fall versus neutral wells; inhibition, % at 12.3 µM; 340,000 tested, 0.098% active;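 active = mean replicate inhibition of at least 30% and at least 1% of replicates passing that level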;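 note: 0% = median of the neutral control wells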
# The depositor's hits bear a star.
SMILES,HIF-2a inh,NR2E3 agonist,CaV13 FRET inh
CCCCn1nnnc1C(c1ccccc1)N1CCN(Cc2c(F)cccc2Cl)CC1 (stereo unspecified),12,-41,-5
COc1ccc(CCN2C(=O)COc3ccccc3C2C(=O)Nc2ccc3c(c2)OCCO3)cc1OC (stereo unspecified),-31,-24,-6
COC(=O)[C@]12CCCCC=C1N(Cc1ccc(Cl)cc1Cl)C(=O)[C@H](CC(=O)NCc1ccc(C)o1)C2,2,-29,-9
CC(C)=CCC[C@H](C)C[C@@H]1Cc2[nH][nH]c(=O)c2[C@H](c2ccc(Cl)cc2)O1,1,-3,-5
COc1cccc(-c2nc3nc(C)cc(C)n3c2NC2CCCCC2)c1,-12,-10,-13
O=S1(=O)CC(N2CCN(Cc3ccccc3F)CC2)CN1Cc1cn(Cc2cccc(Cl)c2)nn1 (stereo unspecified),3,-10,-3
Cc1cc2nc(-c3nnnn3-c3c(C)cccc3C)c(=O)[nH]c2cc1C,16,-8,-8
CC(C)C[C@@H](CN1CCCC1CN1C(=S)NC[C@@H]1Cc1ccccc1)N1C[C@H](Cc2ccccc2)N(CC2CCCCC2)C1=S (stereo partly specified),-14,-6,-3
COc1ccc([C@H]2CC(=O)C[C@@H](CCn3ccnn3)O2)cc1,-3,-7,-8
O=S1(=O)CC(N2CCCC2)CN1Cc1cn(Cc2cccc(C(F)(F)F)c2)nn1 (stereo unspecified),-8,-15,-10
Cc1cccc(C)c1-n1nnnc1C1(C)CCC(=O)N1Cc1ccco1 (stereo unspecified),9,-28,-6
Cc1cc(C)n2c(Nc3c(C)cccc3C)c(-c3ccccn3)nc2n1,1,-1,-10
C[C@H](c1ccccc1)N1C[C@@H](COCc2ccccc2)Oc2cc(N3CC[C@H](O)C3)ccc2S1(=O)=O,9,-18,-9
C[N+](C)(C)CCN1CCc2ccccc21,3,-30,-7
COC(=O)c1ccc2nc(-c3cccc(Br)c3)c(Cc3ccccc3C(F)(F)F)n2c1,3,6,-5
Cc1ccc(Cn2cc(CN3CC(N4CCN(CCO)CC4)CS3(=O)=O)nn2)cc1 (stereo unspecified),5,-24,-7
COCc1cn(-c2nc3ccccc3s2)nn1,-211,-62,-8
COC(=O)[C@@]1(Cc2ccc(F)cc2)[C@H]2c3cc(C(=O)N(C)C)n(Cc4ccc(S(C)(=O)=O)cc4)c3C[C@H]2CN1C(=O)c1ccccc1,14,-13,-9
COC(=O)[C@]12CCCCC=C1N(Cc1ccc(Cl)cc1Cl)C(=O)[C@H](CC(=O)N1CCOCC1)C2,-4,6,-11
O=c1[nH][nH]c2c1[C@H](CCc1cccc(Cl)c1)O[C@H](CCc1ccccc1)C2,3,27,-5
Cc1nccn1-c1ccc(NC(=O)[C@H]2O[C@@H](n3ccc(N)nc3=O)[C@H](O)[C@@H]2O)cc1,4,-15,-7
CCCCc1c(-c2ccccc2OC)ncn1CCc1cccc(F)c1,-3,-27,-9
COC(=O)[C@@]1(Sc2ccc(C)cc2)CC(=O)N(c2cccc(SC)c2)[C@@H]1c1ccccc1,-15,15,-8
O=C1NC[C@@H](CCCCN2CCN(CCc3ccc(O)cc3)C(=O)C2=O)N(CC2CCCCC2)C1=O,-2,-3,-9
C[C@@H](NC(=O)[C@@H]1CCCN1C(=O)[C@@H]1CCCN1C(=O)c1ccc(Cl)cc1)c1ccccc1,9,-17,-6
# Additional records follow.
SMILES,HIF-2a inh,NR2E3 agonist,CaV13 FRET inh
COC(=O)[C@@]1(Sc2ccc(OC)cc2)CC(=O)N[C@@H]1c1ccccc1,4,16,-9
COc1cccc(-c2nc3nc(C)cc(C)n3c2NCc2ccccc2)c1,-7,-11,-5
O=C(NC1CCCC1)C1c2ccccc2OCC(=O)N1Cc1ccccn1 (stereo unspecified),8,-18,-2
C[C@@H]1O[C@H](C2CCCC2)Cc2[nH]c(=S)[nH]c(=O)c21,4,1,-6
O=C(NCc1ccccc1)C1c2ccccc2OCC(=O)N1C1CC1 (stereo unspecified),3,-25,-6
CCCCC[C@H](C)N1C[C@H](COCc2ccccc2)Oc2cc(N3CC[C@@H](N(C)C)C3)ccc2S1(=O)=O,3,17,-10
c1ccc(CN(Cc2ccccc2)C(c2ccnc3ccccc23)c2nnnn2-c2ccc3c(c2)OCCO3)cc1 (stereo unspecified),17,-11,-6
O=C1CCCC[C@@H](O)[C@H](O)C[C@H](c2ccccc2)O1,6,-10,-10
CC(C)(O)C1=C[N+](=O)CC=C1,0,10,-10
O=C(NC1CCCCC1)C1c2ccccc2OCC(=O)N1CCc1c[nH]c2ccccc12 (stereo unspecified),10,-22,-5
O=C1NC[C@H](CCCCN2CCN(CC3CCCCC3)C(=O)C2=O)N(Cc2ccccc2)C1=O,-1,-7,-6
O=C(NCc1ccc(F)cc1F)[C@@H]1CCCN1C(=O)[C@@H]1CCCN1C(=O)c1cccc2ccccc12,7,0,-5
CCC(c1nnnn1-c1ccc2c(c1)OCCO2)N1CCN(c2ncccn2)CC1 (stereo unspecified),5,-15,-5
O=S1(=O)N[C@H](Cc2ccccc2)COc2cc(N3CCC[C@@H]3CO)ccc21,-1,-5,-10
CC(C)C[C@H]1CN(CCCC[C@@H]2CNC(=O)C(=O)N2CC2CCCCC2)C(=O)C(=O)N1CCc1ccccc1,1,13,-4
COc1ccccc1-c1sc2ccccc2c1-c1cnc(N2CCOCC2)nc1,-54,-24,-7
O=S1(=O)CC(N2CCCC2)CN1Cc1cn(Cc2cccc(Cl)c2)nn1 (stereo unspecified),0,-6,-10
CC(C)(C)NC(=O)C1c2ccccc2OCC(=O)N1CC(F)(F)F (stereo unspecified),-14,-2,-2
CCCCn1nnnc1C(c1cc2ccccc2o1)N(CCN(C)C)Cc1ccccc1 (stereo unspecified),-11,-5,-5
O=c1[nH][nH]c2c1[C@@H](c1ccc(F)cc1)O[C@H](C1CCCCC1)C2,-16,-5,-5
CN1CCN(C2CN(Cc3cn(Cc4ccc(C(F)(F)F)cc4)nn3)S(=O)(=O)C2)CC1 (stereo unspecified),14,7,-9
N=C(N)n1ncc2c1CCCC2=O,6,-29,-13
O=C(NCc1ccccn1)[C@@H]1CCCN1C(=O)[C@@H]1CCCN1C(=O)c1cccc2ccccc12,-3,-5,-6
Cc1cccc(C)c1-n1nnnc1C(c1ccnc2ccccc12)N1CCN(C(=O)OC(C)(C)C)CC1 (stereo unspecified),25,18,-6
CCCCC1Cc2[nH]c(=S)[nH]c(=O)c2C(c2ccc3ccccc3c2)O1 (stereo unspecified),-9,-22,-3

# By substructure, the compounds so far with an aryl methoxy group (seven)
SMILES,HIF-2a inh,NR2E3 agonist,CaV13 FRET inh
COc1ccc(CCN2C(=O)COc3ccccc3C2C(=O)Nc2ccc3c(c2)OCCO3)cc1OC (stereo unspecified),-31,-24,-6
COc1cccc(-c2nc3nc(C)cc(C)n3c2NC2CCCCC2)c1,-12,-10,-13
COc1ccc([C@H]2CC(=O)C[C@@H](CCn3ccnn3)O2)cc1,-3,-7,-8
CCCCc1c(-c2ccccc2OC)ncn1CCc1cccc(F)c1,-3,-27,-9
COC(=O)[C@@]1(Sc2ccc(OC)cc2)CC(=O)N[C@@H]1c1ccccc1,4,16,-9
COc1cccc(-c2nc3nc(C)cc(C)n3c2NCc2ccccc2)c1,-7,-11,-5
COc1ccccc1-c1sc2ccccc2c1-c1cnc(N2CCOCC2)nc1,-54,-24,-7

# The list continues:
SMILES,HIF-2a inh,NR2E3 agonist,CaV13 FRET inh
Cc1ccc(-c2nc3c4ccccc4ccn3c2Cc2cccc(Cl)c2)cc1,-29,-20,-10
O=S1(=O)CC(N2CCN(CCO)CC2)CN1Cc1cn(Cc2ccc(C(F)(F)F)cc2)nn1 (stereo unspecified),10,-2,-7
CSCCC(c1nc2ccccc2[nH]1)n1c(C)nc2ccccc21 (stereo unspecified),15,-19,-7
O=C1c2ccccc2C(c2nnnn2-c2ccc3c(c2)OCCO3)N1Cc1ccc2c(c1)OCO2 (stereo unspecified),4,-7,-7
CCCNC(=O)c1cc2c(c(-c3cccc(-c4cc5ccccc5o4)c3)n1)[C@@H](CCO)N(C(=O)NC(C)C)C2,-29,-18,-11
CCCCCCCCN1C(=O)[C@H](CC(=O)NCc2ccccc2)C[C@@]2(C(=O)OC)CCCCC=C12,-1,28,-2
COC(=O)[C@]12CCCCC=C1N(Cc1cccc3ccccc13)C(=O)[C@H](CC(=O)N1CCN(C(=O)C3CC3)CC1)C2,5,-16,-4
CC(C)[C@@H]1Cc2[nH]c(=O)[nH]c(=O)c2[C@H](c2ccc(F)cc2)O1,12,-7,-5
CS(=O)(=O)Nc1ccc(Br)cc1,10,-5,-11
CC(C)C[C@H]1CN(CCCC[C@@H]2CNC(=O)C(=O)N2Cc2ccccc2)C(=O)C(=O)N1CCc1ccccc1,16,-12,-4
Cc1ccc2nc(-c3ccccc3)c(Cc3cccc(F)c3)n2c1,-130,-75,-5
CC(C)C[C@H]1CN(CCCC[C@@H]2CNC(=O)C(=O)N2CC2CCCCC2)C(=O)C(=O)N1Cc1ccccc1,-3,-37,-3
CCCCNC(=O)C[C@@H]1C[C@@]2(C(=O)OCC)CCC=C2N(Cc2ccco2)C1=O,-3,-1,-11
COc1cccc(CNC(=O)[C@@H]2CCCN2C(=O)[C@H]2CCCCN2C(=O)c2cccc(Cl)c2)c1,4,-9,-5
Fc1cccc(F)c1C(Nc1nncs1)Nc1nncs1,14,0,-11
O=C1NC[C@H](Cc2ccccc2)N(C[C@@H]2CCCN2C[C@H](Cc2ccc(O)cc2)N2C[C@H](Cc3ccccc3)N(CC3CCCCCC3)C(=O)C2=O)C1=O,-18,22,-5
CCN(C)C1CN(Cc2cn(Cc3ccc(C(F)(F)F)cc3)nn2)S(=O)(=O)C1 (stereo unspecified),10,7,-7
O=c1[nH][nH]c2c1[C@H](CCc1cccc(Cl)c1)O[C@H](C1CC1)C2,5,-12,-5
CCCCn1nnnc1C(c1cc2ccccc2o1)N1CCN(c2cc(C)nc3ccccc23)CC1 (stereo unspecified),1,-10,-5
O=S1(=O)N[C@H](Cc2ccccc2)COc2cc(N3CCC[C@H]3CO)ccc21,-42,-4,-10
Cc1cc2nc(-c3ccc(F)cc3)c(Cc3cccc(Cl)c3)n2c(C)c1Br,-25,-10,-9
CC(C)(C)OC(=O)N1CCC[C@@H]1C(=O)NCc1ccccc1Cl,11,-18,-10
COC(=O)[C@]12CCCCC=C1N(Cc1ccc(Cl)cc1Cl)C(=O)[C@H](CC(=O)N1CCC(c3ccccc3)CC1)C2,2,1,-5
CCCCC[C@H](C)N1C[C@H](COCc2ccccc2)Oc2cc(N3CC[C@H](O)C3)ccc2S1(=O)=O,4,-14,-9
CC(C)=CCC[C@H](C)C[C@@H]1CC2=C(C(=O)OC(C)(C)O2)[C@@H](c2ccc(F)cc2)O1,2,-3,-5

# Single records, as listed above. Values in the order: HIF-2a inh, NR2E3 agonist, CaV13 FRET inh
# O=S1(=O)N[C@H](Cc2ccccc2)COc2cc(N3CCC[C@H]3CO)ccc21 is listed as -42, -4, -10
# Cc1cc2nc(-c3ccc(F)cc3)c(Cc3cccc(Cl)c3)n2c(C)c1Br is listed as -25, -10, -9
# Cc1ccc2nc(-c3ccccc3)c(Cc3cccc(F)c3)n2c1 is listed as -130, -75, -5

# (continued)
SMILES,HIF-2a inh,NR2E3 agonist,CaV13 FRET inh
C[C@H]1COc2cccc(N3CCC[C@@H]3CO)c2S(=O)(=O)N1,7,-24,-4
C[C@H](c1ccccc1)N1C[C@H](COCc2ccccc2)Oc2cc(N3CC[C@H](O)C3)ccc2S1(=O)=O,2,-20,-9
CCCCC[C@H]1CCCCC[C@@H](O)C[C@@H](O)[C@@H](O)/C=C/C(=O)O1,5,6,-8
O=C1NC[C@@H](CCCCN2C[C@H](Cc3ccc(O)cc3)N(CC3CCCCC3)C(=O)C2=O)N(Cc2ccccc2)C1=O,-8,-23,-3
CCCCn1nnnc1C(c1cc2ccccc2o1)N1CCOCC1 (stereo unspecified),0,-12,-5
O=c1[nH]c(=S)[nH]c2c1C(c1ccccc1)OC(C1CCCCC1)C2 (stereo unspecified),11,-24,-5
O=C1NC[C@H](CCCCN2C[C@H](Cc3ccc(O)cc3)N(CCc3ccccc3)C(=O)C2=O)N(CCc2ccccc2)C1=O,6,-4,-9
O=C(C1=NOC2(C1)C(=O)Nc1ccccc12)N1CCCC1 (stereo unspecified),-6,5,-6
O=C(NCc1ccccc1)C1c2ccccc2OCC(=O)N1CCCN1CCOCC1 (stereo unspecified),2,-3,-1
CCCCCCCCN1C(=O)[C@H](CC(=O)N2CCSCC2)C[C@@]2(C(=O)OC)CCCCC=C12,10,7,-1
Cc1cccc(C(=O)N2CCC(=O)N([C@H](COCc3cccc(Cl)c3)Cc3ccccc3)CC2)c1,-8,-32,-7
CCOc1ccc(CCN2C(=O)C(=O)N([C@@H](Cc3ccccc3)CN3CCC[C@H]3CN3C(=O)C(=O)NC[C@@H]3Cc3ccccc3)C[C@@H]2CC(C)C)cc1,48*,-17,-3
N#CCCN(Cc1ccccc1)C(c1ccnc2ccccc12)c1nnnn1-c1ccc2c(c1)OCCO2 (stereo unspecified),-9,-23,-5
O=C1NC[C@H](CCCCN2C[C@H](Cc3ccccc3)N(Cc3ccccc3)C(=O)C2=O)N(CCc2ccccc2)C1=O,-4,7,-7
CCC(c1nnnn1-c1ccc2c(c1)OCCO2)N1CCN(c2ccccc2)CC1 (stereo unspecified),10,-5,-5
O=C(C[n+]1ccc(C(=O)c2ccccc2)cc1)Nc1cccc([N+](=O)[O-])c1,3,-10,-11
O=C(C1=NOC2(C1)C(=O)Nc1ccccc12)N1CCOCC1 (stereo unspecified),0,3,-6

# Assay outcomes: PubChem BioAssay, several laboratories

# A portion of the library. The share of hits here may be higher or lower than overall.
